# Assay outcomes from PubChem.
# PLK1 PBD inh = qHTS for Inhibitors of PLK1-PDB (polo-like kinase 1 - polo-box domain): Primary Screen. Serine/threonine-protein kinase PLK1 (Homo sapiens), P53350. Plk1 PBD binding of FITC phosphopeptide, fluorescence polarization. Potency, µM, inactives show max response, negative = inhibition, hits mostly inhibitors. actives 2.8% (n = 360,000). AID 720504, 2013; note: series mostly up to about 57 µM; nearly all actives have a fitted effect of over 65% in size
# Target sequence (P53350 whole entry, looked up, the tested form may be a part): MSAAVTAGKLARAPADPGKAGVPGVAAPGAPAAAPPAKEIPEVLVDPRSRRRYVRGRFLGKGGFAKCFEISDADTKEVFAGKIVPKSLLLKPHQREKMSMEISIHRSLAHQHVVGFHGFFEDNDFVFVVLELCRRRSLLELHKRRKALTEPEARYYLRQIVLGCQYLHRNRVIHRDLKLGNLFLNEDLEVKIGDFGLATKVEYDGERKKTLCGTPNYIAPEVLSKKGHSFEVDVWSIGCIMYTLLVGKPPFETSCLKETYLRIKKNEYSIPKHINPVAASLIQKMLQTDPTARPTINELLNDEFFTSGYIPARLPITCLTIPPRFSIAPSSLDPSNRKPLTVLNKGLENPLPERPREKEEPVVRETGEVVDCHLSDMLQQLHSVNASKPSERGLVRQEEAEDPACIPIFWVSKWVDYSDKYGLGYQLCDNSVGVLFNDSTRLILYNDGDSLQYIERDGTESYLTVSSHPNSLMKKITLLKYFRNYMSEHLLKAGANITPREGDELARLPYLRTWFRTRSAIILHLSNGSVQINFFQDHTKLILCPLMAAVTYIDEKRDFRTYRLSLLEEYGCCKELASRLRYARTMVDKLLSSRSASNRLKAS
# WRN inhibitor = qHTS for Inhibitors of WRN Helicase; Potency, µM (top dose mostly 114 µM), without a hit: at the top dose activity change, negative = inhibition, actives largely listed as inhibitors; actives 0.46% (n = 360,000); WRN helicase unwinding, fluorescent forked duplex, kinetic; AID 651768, 2012; Bifunctional 3'-5' exonuclease/ATP-dependent helicase WRN (Homo sapiens), Q14191; note: nearly all actives have a fitted effect of over 55% in size
#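 Screening of the MLSMR collection measured strand separation of a quenched forked DNA duplex (100 nM) by 20 nM WRN with 2 mM ATP, all final. Compounds were preincubated with enzyme 15 min at room temperature.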
# FUS suppressor = qHTS for Suppressors of FUS Proteinopathy: Primary screen using FUS-linked yeast assay. Potency, µM (doses to about 76.6 µM), without a hit: at the top dose growth rescue (activation), hits mostly activators. actives 0.24% (n = 390,000). S. cerevisiae FUS-expressing, growth rescue, OD600, 24 h;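 note: plate controls were DMSO vehicle for no effect and reference control for full effect; nearly all actives have a fitted effect of over 55% in size; some results filed as inactive show a strong effect at the top dose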
#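 Compound concentration series was pinned onto galactose-induced FUS-expressing yeast seeded at OD 0.005. Plates sat 24hr at 30C; absorbance at 600 nm gave growth. DMSO served as background control.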
# * marks the source's active call; other numbers are inactive results; ? = inconclusive; nt = not tested or not shown. Calls come from the whole dose curve; as a rule, active = well fitted curve in the direction sought with a large enough effect; inconclusive = small, poorly fitted or top-dose-only effect, or another doubt; inactive = no such curve, though single readings can be large; an effect the other way counts as inactive or inconclusive. Unless noted, % is set by controls: 0 for no effect and ±100 for the full control effect; potency is the fitted concentration of half-maximal effect.
molecule | PLK1 PBD inh | FUS suppressor | WRN inhibitor
COc1ccc(S(=O)(=O)Nc2cc(Sc3ncn[nH]3)c(O)c3ccccc23)cc1 | nt | nt | 9.5µM*
Cc1ccc(-c2nn(C)c(=O)c3ccccc23)cc1CNC(=O)Cn1nc(-c2ccccc2)c2ccccc2c1=O | 3% | nt | nt
Cc1ccc(S(=O)(=O)N2CCC(C(=O)N[C@@H](C)C(=O)NC3CCS(=O)(=O)C3)CC2)cc1 (some centres undefined) | 4% | nt | nt
Cc1ccc2c(c1)CCCN2S(=O)(=O)c1cccc(C(=O)Nc2ccccc2C(=O)O)c1 | 19µM* | nt | nt
O=C(N/C(=C/c1cn(-c2ccccc2)nc1-c1ccccc1)C(=O)N1CCOCC1)c1ccccc1 | 3% | nt | nt
COc1ccc(Cl)cc1NC(=O)c1cc(C2CC2)on1 | nt | -6% | nt
Brc1ccc(-c2csc(N3CCNCC3)n2)cc1 | nt | -1% | nt
CCOc1ccc(-n2c(COc3ccc(Cl)cc3)nnc2SCC(=O)Nc2ccc(OCc3ccccc3)cc2)cc1 | nt | 1% | nt
C[C@@H](O[Si](c1ccccc1)(c1ccccc1)C(C)(C)C)[C@H]1C(=O)N[C@H](Cc2cn(S(=O)(=O)c3ccccc3)c3ccccc23)C(=O)N1C | nt | 38% | nt
CCCCNS(=O)(=O)CC1NCc2ccc(C)cc21 (centres undefined) | nt | -1% | nt
O=C(CCc1ccccc1)N[C@H]1[C@H](OC(=O)c2cnccn2)CCC[C@]12C(=O)N(Cc1ccccc1)c1ccccc12 | nt | 1% | nt
CCN1CCCCC(NC(=O)c2cc(OC)c(OC)c(OC)c2)C1=O (centres undefined) | nt | -6% | nt
C=CCN1C(=O)[C@@H](CC(=O)N2CCN(C(=O)c3ccco3)CC2)[C@]2(C(=O)OCC)CCCCC/C=C/12 | nt | 23% | nt
COC(=O)[C@]12C[C@H](CC(=O)NCCCN3CCCC3=O)C(=O)N(Cc3ccc(Cl)cc3Cl)C1=C[C@H](C1CCCC1)O[C@@H]2C | nt | ? | nt
C=CCn1c(COc2ccccc2)nnc1SCC(=O)Nc1ccc(S(=O)(=O)Nc2cc(C)nc(C)n2)cc1 | nt | 18% | nt
CC(=O)N[C@@H]1C[C@@H]2O[C@H](CO)CC[C@@H]2O[C@@H]1CCc1ccc(C#CC2(O)CCCC2)cc1 | nt | 5% | nt
N#CC1CCN(c2nc(-c3ccc(Br)cc3)cs2)CC1 | nt | 6% | nt
CC(=O)c1cc(-c2cccc([N+](=O)[O-])c2)c(=O)n2c1CCC2 | nt | 5% | nt
C=C1C(C(C)C)N(C)C2=NC(c3ccccc3)CC(=O)N12 (centres undefined) | nt | 11% | nt
CC[C@@H](CCCCCC#N)CCC(=O)N(c1ccccc1)c1ccccc1 | nt | 34% | nt
NC(=O)c1ccc(O)c2ncccc12 | nt | 10% | nt
CCOc1ccc(CCNC(=O)c2cc3ccsc3n2C)cc1OC | nt | 14% | nt
COc1ccc(C(F)(F)F)cc1NC(=O)C(OC(=O)CNC(=O)c1ccccc1)c1ccccc1 (centres undefined) | nt | -6% | nt
CCOC(=O)C1=NOC(C(C)=O)(C(=O)NC2CCCC2)C1 (centres undefined) | nt | -12% | nt
Cc1cc(=O)[nH]c(SCC(=O)Nc2cccc(Cl)c2F)n1 | nt | 0% | nt

# Next section
molecule | PLK1 PBD inh | FUS suppressor | WRN inhibitor
CCCCOc1cccc(C(=O)NCCc2ccccc2-c2ccccc2CCC(=O)NCc2ccccc2)c1 | nt | -19% | nt
CC(c1ccc(O)cc1)c1cn(C)c2ccccc12 (centres undefined) | nt | 9% | nt
CC(C)N1CCCCC(NC(=O)c2ccc(Br)cc2)C1=O (centres undefined) | nt | -15% | nt
O=C(CCc1ccccc1)N[C@H]1[C@H](O)CCC[C@]12C(=O)N(Cc1ccccc1)c1ccccc12 | nt | 0% | nt
COc1ccc2c(c1)CCCN2C(=O)C1CCCN(S(=O)(=O)c2ccc(Br)s2)C1 (centres undefined) | nt | 44% | nt
CC(=O)Nc1ccc(NC(=O)CSc2nnc(-c3n[nH]c4c3CCC4)n2N)cc1 | nt | 27% | nt
COc1ccc(-c2nnc(SCC(=O)Nc3cccc4ccccc34)n2Cc2ccco2)cc1 | nt | 17% | nt
COC(=O)[C@]12C[C@H](CC(=O)N3CCOCC3)C(=O)N(Cc3cccc4ccccc34)C1=C[C@H](C(C)(C)C)O[C@@H]2C | nt | 22µM* | nt
CCCCCCC(=O)NC1CCCCN(Cc2ccc(Cl)cc2)C1=O (centres undefined) | nt | ? | nt
CCOc1ccc(-n2c(SCC(=O)Nc3ccc(S(=O)(=O)Nc4cc(C)nc(C)n4)cc3)nnc2-c2ccncc2)cc1 | nt | 43% | nt
O=C(C1CCCN1S(=O)(=O)c1cccc([N+](=O)[O-])c1)N1CCN(c2ccccc2)CC1 (centres undefined) | nt | 23% | nt
c1ccc(-c2c[nH]c3cccc(C4CCCCC4)c23)cc1 | nt | -14% | nt
CC(=O)N1CCCN(S(=O)(=O)c2ccc3c(c2)c(=O)n(C)c(=O)n3C)CC1 | nt | -15% | nt
CC(=O)N1[C@@H](CO)[C@@H](c2ccc(-c3cccc(F)c3)cc2)[C@@H]1CNCC1CCC1 | nt | 6% | nt
COCCCNC(=O)C[C@H]1C[C@@]2(C(=O)OC)C(=C[C@H](COCc3ccccc3)O[C@@H]2C)N(Cc2cccc3ccccc23)C1=O | nt | ? | nt
O=C(NCCc1nc2ccccc2n1CCOc1ccc2cccnc2c1)C1CCCCC1 | nt | 9% | nt
CCn1c(SCC(=O)Nc2ccccc2-c2ccccc2)nnc1-c1cnccn1 | nt | 18% | nt
COC(=O)C1CN(Cc2cn(Cc3ccccc3)nn2)CCS(=O)(=O)N1Cc1ccc(C)cc1 (centres undefined) | nt | 8% | nt
O=[N+]([O-])c1cccc(OCCCN2CCC(C(O)(c3ccccc3)c3ccccc3)CC2)c1 | nt | 10% | nt
C=CCN1C(=O)[C@@H](CC(=O)NCC2CCCCC2)[C@]2(C(=O)OC)CCCCC=C12 | nt | 36% | nt
COC(=O)[C@]12C[C@H](CC(=O)NCCCCc3ccccc3)C(=O)N(CCC3=CCCCC3)C1=C[C@H](C1CCCC1)O[C@@H]2C | nt | 41% | nt
CCOC(=O)[C@]12CCCC=C1N(CCCOC)C(=O)[C@@H]2CC(=O)N1CCN(C(=O)C2CC2)CC1 | nt | -8% | nt
CCCCOCCCNC(=O)C[C@H]1C[C@@]2(C(=O)OC)C(=C[C@H](COCc3ccccc3)O[C@@H]2C)N(Cc2cccc3ccccc23)C1=O | nt | ? | nt
O=C(OCC#CCSc1nnc(-c2cccc3ccccc23)o1)c1ccc(OC(F)(F)F)cc1 | nt | 2% | nt
O=C(CCS(=O)(=O)c1ccccc1)Nc1cc(Cl)ccc1F | nt | -5% | nt

# Reformatted with values under each structure: part of the list above.
# The line under a structure holds: PLK1 PBD inh, FUS suppressor, WRN inhibitor
- c1ccc(-c2c[nH]c3cccc(C4CCCCC4)c23)cc1
→ nt, -14%, nt
- CC(=O)N1CCCN(S(=O)(=O)c2ccc3c(c2)c(=O)n(C)c(=O)n3C)CC1
→ nt, -15%, nt
- CC(=O)N1[C@@H](CO)[C@@H](c2ccc(-c3cccc(F)c3)cc2)[C@@H]1CNCC1CCC1
→ nt, 6%, nt
- COCCCNC(=O)C[C@H]1C[C@@]2(C(=O)OC)C(=C[C@H](COCc3ccccc3)O[C@@H]2C)N(Cc2cccc3ccccc23)C1=O
→ nt, ?, nt
- O=C(NCCc1nc2ccccc2n1CCOc1ccc2cccnc2c1)C1CCCCC1
→ nt, 9%, nt
- CCn1c(SCC(=O)Nc2ccccc2-c2ccccc2)nnc1-c1cnccn1
→ nt, 18%, nt
- COC(=O)C1CN(Cc2cn(Cc3ccccc3)nn2)CCS(=O)(=O)N1Cc1ccc(C)cc1 (centres undefined)
→ nt, 8%, nt
- O=[N+]([O-])c1cccc(OCCCN2CCC(C(O)(c3ccccc3)c3ccccc3)CC2)c1
→ nt, 10%, nt
- C=CCN1C(=O)[C@@H](CC(=O)NCC2CCCCC2)[C@]2(C(=O)OC)CCCCC=C12
→ nt, 36%, nt
- COC(=O)[C@]12C[C@H](CC(=O)NCCCCc3ccccc3)C(=O)N(CCC3=CCCCC3)C1=C[C@H](C1CCCC1)O[C@@H]2C
→ nt, 41%, nt
- CCOC(=O)[C@]12CCCC=C1N(CCCOC)C(=O)[C@@H]2CC(=O)N1CCN(C(=O)C2CC2)CC1
→ nt, -8%, nt
- CCCCOCCCNC(=O)C[C@H]1C[C@@]2(C(=O)OC)C(=C[C@H](COCc3ccccc3)O[C@@H]2C)N(Cc2cccc3ccccc23)C1=O
→ nt, ?, nt
- O=C(OCC#CCSc1nnc(-c2cccc3ccccc23)o1)c1ccc(OC(F)(F)F)cc1
→ nt, 2%, nt
- O=C(CCS(=O)(=O)c1ccccc1)Nc1cc(Cl)ccc1F
→ nt, -5%, nt

# More entries follow.
molecule | PLK1 PBD inh | FUS suppressor | WRN inhibitor
C#CCNC(=O)C[C@H]1C[C@@]2(C(=O)OC)C(=C[C@H](COCc3ccccc3)O[C@@H]2C)N(Cc2cccc3ccccc23)C1=O | nt | ? | nt
CC(C)CNC(=O)OCc1cn(Cc2ccccc2)nn1 | nt | -2% | nt
O=C(CCc1ccccc1)N[C@H]1[C@H](OC(=O)c2ccco2)CCC[C@]12C(=O)N(Cc1ccccc1)c1ccccc12 | nt | 13% | nt
COCCNC(=O)C[C@H]1CC[C@H]2[C@@H](COc3ccc(NC(=O)Nc4cccc(F)c4)cc3C(=O)N2C)O1 | nt | 7% | nt
COC(=O)[C@]12CCCCC=C1N(Cc1ccc(OC)cc1)C(=O)[C@@H]2CC(=O)N1CCC(c2ccccc2)CC1 | nt | ? | nt
O=C(OC12CCCN(C1)/C(=C/c1cccnc1)C2)C1CCCC1 (centres undefined) | nt | 10% | nt
CC(C)c1cc(C(C)C)c(S(=O)(=O)N2CCC(C(=O)NCc3cccs3)CC2)c(C(C)C)c1 | nt | 35% | nt
O=C(Cc1ccc2c(c1)OCO2)N1CCC(n2nc(-c3ccccc3)oc2=O)CC1 | nt | 1% | nt
C=CC(=O)NC1CCCCN(CC)C1=O (centres undefined) | nt | 14% | nt
COC(=O)[C@H](CC(C)C)N(CCCc1cn(CC2CCCCC2)nn1)S(=O)(=O)c1ccc(F)cc1Br | nt | ? | nt
CN1[C@@H](Cc2ccccc2)COc2cccc(N3CCCC3)c2S1(=O)=O | nt | ? | nt
COC(=O)c1ccccc1NC(=O)NCC1CCN(Cc2ccc(OC)cc2)CC1 | nt | -13% | nt
O=C(c1ccc(F)cc1)C1CCN(c2ncnc3sccc23)CC1 | nt | 14% | nt
COC(=O)[C@]12C[C@H](CC(=O)N3CCOCC3)C(=O)N(Cc3ccc(Cl)cc3Cl)C1=C[C@H](COCc1ccccc1)O[C@@H]2C | nt | 11% | nt
CC(=O)N1CCc2cc(S(=O)(=O)NC3CCN(C(=O)C(C)(C)C)CC3)ccc21 | nt | 9% | nt
COc1ccc2c(c1)C[C@@H]1CC(C)(C)CN1S2(=O)=O | nt | -8% | nt
CCOc1ccc(-n2c(SCC(=O)c3ccc4ccccc4c3)nnc2-c2cccc(Cl)c2)cc1 | nt | 35% | nt
CCC[C@H]1[C@@H](OC(=O)NCc2ccccc2)CC[C@@]23CCCN2C(=O)CCC[C@@H]13 | nt | 12% | nt
CCOC(=O)C1=NOC(C(=O)NCc2ccccc2)(C(=O)c2ccc(OC)cc2)C1 (centres undefined) | nt | 24% | nt
COc1cccc(C(=O)N(CCN2CCOCC2)Cc2ccc(OC)c(OC)c2)c1 | nt | -1% | nt
CCOC(=O)[C@]12CCCCC/C=C\1N(CCc1ccc(Cl)cc1)C(=O)[C@H]2CC(=O)NCCc1ccccc1OC | nt | 41% | nt
CCCCOc1ccc(C(=O)NC2CCCCN(Cc3cccc(C(F)(F)F)c3)C2=O)cc1 (centres undefined) | nt | 39% | nt
N#CCC[C@@H]1CC[C@]2(CCCN(Cc3ccc(Br)cc3)C2)O1 | nt | 0% | nt
COc1cccc(CNC(=O)CN2CCCc3ccccc32)c1OC | nt | 5% | nt
FC(F)(F)c1ccc2nc(CNc3nc(N4CCOCC4)nc4c3ncn4-c3ccsc3)[nH]c2c1 | nt | 12% | nt
CCCCCCCCN1C(=O)[C@@H](CC(=O)NCCC(C)C)C[C@@]2(C(=O)OC)C1=C[C@H](COCc1ccccc1)O[C@@H]2C | nt | 41% | nt
S=c1[nH]nc(-c2n[nH]c3c2CCC3)n1N=Cc1c[nH]c2ccccc12 | nt | 11% | nt
Cc1ccccc1CNC(=O)C1CCC(CNS(=O)(=O)c2cccc3cccnc23)CC1 (centres undefined) | nt | -10% | nt

# The list is partial, so the mix of outcomes need not match the whole.
